Source: PubChem
NPY Y1 blocker: blocks the human neuropeptide Y Y1 receptor; P25929; HEK293-CNG Y1 cells, membrane potential fluorescence; NPY at EC95, then isoproterenol; inhibition, % at 3.6 µM; 1% of 200,000 active; AID 1040;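 active means inhibition above the campaign mean inhibition of all tested compounds plus 3 SD, cut at about 20% in these data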;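 further: 0% = DMSO wells given NPY plus isoproterenol and 100% = isoproterenol alone without NPY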
Target sequence (P25929 whole entry, looked up): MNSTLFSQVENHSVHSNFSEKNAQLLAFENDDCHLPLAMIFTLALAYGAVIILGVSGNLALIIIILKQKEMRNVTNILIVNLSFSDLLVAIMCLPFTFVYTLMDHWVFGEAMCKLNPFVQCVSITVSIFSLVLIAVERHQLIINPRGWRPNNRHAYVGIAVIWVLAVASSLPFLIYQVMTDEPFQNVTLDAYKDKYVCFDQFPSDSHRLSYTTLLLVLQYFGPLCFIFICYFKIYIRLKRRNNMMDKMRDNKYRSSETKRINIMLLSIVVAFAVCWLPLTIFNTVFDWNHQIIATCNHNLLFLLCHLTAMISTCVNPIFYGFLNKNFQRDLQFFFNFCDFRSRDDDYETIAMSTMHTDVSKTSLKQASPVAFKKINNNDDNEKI
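Assay system: HEK293 cells with Y1 receptor plus CNG channel | Probe or stimulus: NPY (25 nM), isoproterenol (1 µM), Ro 20-1724 (25 µM) | Timing: Compound incubation 1 h at room temperature, readout 45 min post-stimulation | Measured by: Membrane-potential fluorescent dye readout | Benchmarks: High control isoproterenol alone, low control NPY with isoproterenol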
CHOP inhibitor: blocks CHOP induction under ER stress; CHO-K1 CHOP-promoter luciferase, tunicamycin-induced, 15-18 h; inhibition, % at 10 µM; AID 2732; 3.8% of 220,000 active;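 active means compounds that reduced the stress-induced luciferase reporter signal by more than about 70% of percent inhibition, limit read from the data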;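 further: 0% = tunicamycin plus vehicle and 100% = wells without tunicamycin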
EP2 modulator: modulators of human EP2 prostaglandin E2 receptor | P43116 | 0.83% of 260,000 active | induction, % at 25 µM | AID 940 | EP2-expressing cells, cAMP HTRF FRET, PGE2 co-stimulation;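 active means compounds whose cAMP rise, as percent of the full-agonist control response, exceeds 60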;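 further: rat C6 glioma line stably carrying human EP2 under a CMV promoter; the protocol text gives 20 µM as final concentration; 100% = response of wells given 1 µM PGE2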
Target sequence (P43116 whole entry, looked up): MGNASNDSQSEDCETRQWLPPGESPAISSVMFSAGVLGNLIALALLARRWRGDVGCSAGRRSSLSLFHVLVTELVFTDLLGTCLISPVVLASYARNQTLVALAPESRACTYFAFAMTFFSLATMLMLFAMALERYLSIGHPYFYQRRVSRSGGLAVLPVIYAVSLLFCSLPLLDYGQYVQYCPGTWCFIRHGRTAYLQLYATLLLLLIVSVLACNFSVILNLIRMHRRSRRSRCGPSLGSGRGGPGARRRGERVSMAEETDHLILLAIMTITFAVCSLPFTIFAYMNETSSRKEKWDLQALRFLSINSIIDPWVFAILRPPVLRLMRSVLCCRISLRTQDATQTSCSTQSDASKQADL
NPY1 pot ag: potentiators or agonists of human neuropeptide Y receptor Y1; P25929; NPY-Y1 expressing cells, potentiator/agonist activation; activation, % at 3.6 µM; 0.37% of 220,000 active; in the data active means activation above about 33%, passing the limit was not always enough;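 further: cells stimulated with NPY at EC10 then isoproterenol at EC100; 0% = low agonist plus stimulus and 100% = saturating agonist plus stimulus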
14-3-3 Bad PPI: disrupts binding of bovine 14-3-3 zeta to phospho-Bad peptide; AID 781; TR-FRET 14-3-3zeta/Dy647-pBad peptide displacement, 1 h; P63103; inhibition, % at 21.7 µM; 0.71% of 220,000 active;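 active means inhibition above about 70%, limit read from the data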;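 further: 0% = full 14-3-3 plus peptide FRET controls and 100% = background without 14-3-3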
Target sequence (P63103 whole entry, looked up): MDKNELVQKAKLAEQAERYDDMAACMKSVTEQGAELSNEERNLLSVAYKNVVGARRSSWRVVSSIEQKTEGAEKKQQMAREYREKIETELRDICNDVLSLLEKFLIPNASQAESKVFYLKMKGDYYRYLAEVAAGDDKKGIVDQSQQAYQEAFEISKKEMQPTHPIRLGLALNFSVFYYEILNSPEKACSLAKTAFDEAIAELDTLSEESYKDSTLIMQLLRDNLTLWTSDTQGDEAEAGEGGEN
TRPML3 agonist: human mucolipin-3 channel agonism; Q8TDD5; 0.29% of 220,000 active; activation, % at 3 µM; HEK293 TRPML3-YFP, Fluo-8 calcium fluorescence; 100% = the carbachol control signal;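 active means activation above its plate's cutoff, the mean activation of the plate's test wells plus 3 SD, cut at about 12% in these data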;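 further: 0% = DMSO only wells and 100% = carbachol wells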
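Test system: TRPML3-YFP stable HEK293 cells. Doses: single point at 3 µM. Incubation: dye loading 1 h 37 °C then 30 min ambient, 125 s read. Signal: Fluo-8 calcium dye fluorescence, ex 470-495, em 515-575 nm. Measure: percent activation from peak-to-basal fluorescence ratio, scaled between DMSO and carbachol.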
zfTRPN1 agonist: activates the zebrafish TRPN1 channel. 0.18% of 220,000 active. activation, % at 3 µM. HEK293 zebrafish TRPN1-YFP, Fluo-8 calcium fluorescence; 100% = response to 87 µM carbachol. AID 1424;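 active means activation above its plate's cutoff, the mean activation of test wells on that plate plus 3 SD, cut at about 19% in these data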;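 further: 0% = DMSO alone and 100% = 87 µM carbachol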
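System: zebrafish TRPN1-YFP in HEK293 cells / Dosing: 3 µM single point / Timing: dye loading 1 h at 37 °C, then 30 min room temperature / Signal: Fluo-8 calcium fluorescence, excitation 470-495 nm, emission 515-575 nm / Read-out basis: percent activation from peak over basal fluorescence ratio, control-normalized / Control set: high carbachol 87 µM, low DMSO alone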
EP2 antag: EP2 receptor (human) inhibition; P43116; C6 glioma cells expressing human EP2, cAMP TR-FRET; cells stimulated with saturating PGE2; inhibition, % at 25 µM; 0.52% of 260,000 active;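 active means percent inhibition above 40 after rounding to a whole number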;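 further: rat C6 glioma host cells with rolipram phosphodiesterase inhibitor present; the protocol text gives 20 µM as final concentration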
PPC-1+TRAIL kill: kills PPC-1 cancer cells in the presence of TRAIL | PPC-1 cells + TRAIL, ATPLite viability luminescence | cell killing (% activity), % at 4 µM | 0.41% of 220,000 active;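 active means cell killing above 50% in the first pass at 4 µM, then a duplicate retest at 5 µM averaging 50% or more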;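 further: plate controls were cells with TRAIL plus DMSO for no effect and medium-only wells lacking cells for full effect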
Starred values were filed as active, the others as inactive; nt = not tested or not shown; [ ] = remark or other dose.

SMILES	NPY Y1 blocker	CHOP inhibitor	EP2 modulator	NPY1 pot ag	14-3-3 Bad PPI	TRPML3 agonist	zfTRPN1 agonist	EP2 antag	PPC-1+TRAIL kill
COC(=O)c1cccc(NC(=O)CCc2ccccc2)c1	2	-16	-9	4	-15[fluorescence artefact?]	0.7	0.1	2	12
O=C(CN1C(=O)S/C(=C\C=C\c2ccccc2)C1=O)Nc1ccc(C(=O)O)cc1	nt	9	-4	0	3	0.4	-0.2	6	3
O=C(Cn1c(-c2cscn2)nc2ccccc21)Nc1cc(F)ccc1F	0	10	29	-26	0	0.2	-0.2	0	5
Cc1cccn2c(NC(=O)c3cccs3)c(-c3ccccc3)nc12	-4	11	4	7	0	0.0	-1.6	7	24
O=[N+]([O-])c1nn(-c2ccc(Cl)cc2)n(O)c1=NCc1ccncc1	-2	7	-40	-5	0	-1.2	-1.1	2	-3
CCOc1cc(N2CCOCC2)c(OCC)cc1NC(=O)COC(=O)[C@H](Cc1c[nH]c2ccccc12)NC(C)=O	9	-10	-19	-26	-1	1.3	0.2	21	20
COC(=O)C(N)Cc1ccc(O)c(O)c1 (configuration not stated)	-1	-5	2	3	7[fluorescence artefact?]	0.6	0.0	15	14
COc1ccc2c(c1)-c1ccccc1S(=O)(=O)N2C	4	12	-17	13	4	0.2	-2.0	3	16
COc1ccc(Cn2nnnc2C(c2cccs2)N2CCN(c3ccccc3)CC2)cc1 (configuration not stated)	12	13	-7	-12	6	0.7	0.8	11	18
COc1ccc(-c2cc(C(F)(F)F)nc(SCC(=O)NCc3cccs3)n2)cc1	8	70*	-13	0	4	0.0	-0.2	8	12
COc1cc(S(=O)(=O)N2CCCCC2)ccc1NC(=O)/C=C/c1ccccc1	1	25	15	2	5	0.4	-0.7	11	-8
O=S(=O)(c1ccc(F)cc1)N1CCN(c2nc(-c3ccc(F)cc3)cs2)CC1	-3	30	-15	0	-16[fluorescence artefact?]	0.8	0.7	10	13
CCC(=O)NCc1csc(-c2cccs2)n1	nt	9	-2	3	-5	-0.3	-0.7	9	-1
COc1ccccc1NC(=S)NNC(=O)c1cc(C)nn1C	6	-27	12	-1	-10	0.2	0.1	9	1
CCNC(=S)N=Nc1c(O)[nH]c2ccc(C(C)C)cc12	-1	-43	44	9	1	-0.6	-2.5	11	11
CCc1ccc(NC(=S)N(Cc2ccc(Cl)cc2)Cc2ccc(C(=O)O)cc2)cc1	0	-8	-28	1	-12	-0.7	-1.4	3	16
Cc1ccc(C)c(S(=O)(=O)Nc2ccccc2C(=O)Nc2ccccc2N2CCOCC2)c1	4	19	9	-10	1	0.1	-0.6	5	-23
C=CCNC(=O)CN1CCC(O)(c2ccccc2)CC1	2	25	15	2	-3	0.8	0.0	8	9
COc1ccc(CCCc2n[nH]c(=S)o2)c(C)c1	7	8	28	3	-4	0.4	0.2	19	20
O=C(CNC(=O)c1ccncc1)N/N=C/c1cc(Br)ccc1O	2	-23	13	8	-28	0.8	-0.6	10	22
COc1cccc(N/C=C(\C#N)c2ccc(OCCCF)cc2)c1	0	66	-53	-14	-18	0.4	-1.1	20	-9
Cc1ccccc1C(=O)Nc1nnc(-c2ccncc2)o1	-2	7	7	8	-8	0.8	1.4	4	-13
COC(=O)COc1ccc(S(=O)(=O)N2CCN(c3ccc(OC)cc3)CC2)cc1	-6	-15	-85	35	-7	0.4	-2.2	14	nt
COc1cc(C(=O)N/N=C/c2ccc(OC)c(CN3CCN(c4ccc(F)cc4)CC3)c2)ccc1O	-1	-13	-32	-9	-4	-0.5	-1.0	5	9
CCCCCCN1CC(O)=C(c2ccccc2)C1=N	4	12	-7	-15	12[fluorescence artefact?]	0.8	-0.6	10	-10
CN(C)CCCNC(NC(=O)/C=C/c1ccccc1)C(Cl)(Cl)Cl (configuration not stated)	nt	-8	7	-3	1	0.8	0.0	15	1
CCC(=O)N1CCc2cc(S(=O)(=O)NC(C(=O)N3CCc4ccccc4C3)C(C)C)ccc21 (configuration not stated)	1	23	-2	8	-21[fluorescence artefact?]	1.1	0.1	1	-12
O=C(CN1CCCC1)Nc1cc(C(F)(F)F)cc(C(F)(F)F)c1	nt	8	-34	-7	-3	1.4	0.3	7	-4
N#CC1=C(SCC(N)=O)NC2=C(C(=O)c3ccccc32)C1c1ccc(Cl)cc1 (configuration not stated)	-9	-58	-14	8	-1	-0.1	1.8	9	-3
CCn1c(SCc2nc(-c3ccccc3)no2)nnc1-c1ccco1	3	10	30	-17	-2	0.4	1.3	5	3

Structures shown so far that contain a cyano group:
SMILES	NPY Y1 blocker	CHOP inhibitor	EP2 modulator	NPY1 pot ag	14-3-3 Bad PPI	TRPML3 agonist	zfTRPN1 agonist	EP2 antag	PPC-1+TRAIL kill
COc1cccc(N/C=C(\C#N)c2ccc(OCCCF)cc2)c1	0	66	-53	-14	-18	0.4	-1.1	20	-9
N#CC1=C(SCC(N)=O)NC2=C(C(=O)c3ccccc32)C1c1ccc(Cl)cc1 (configuration not stated)	-9	-58	-14	8	-1	-0.1	1.8	9	-3

(next part)
SMILES	NPY Y1 blocker	CHOP inhibitor	EP2 modulator	NPY1 pot ag	14-3-3 Bad PPI	TRPML3 agonist	zfTRPN1 agonist	EP2 antag	PPC-1+TRAIL kill
CCOC(=O)c1[nH]ncc1CN1CCCC(C(=O)c2ccc(SC)cc2)C1 (configuration not stated)	0	-25	-23	9	-5	1.2	1.3	3	9
O=C(c1ccco1)N1CCN(C(=O)C2Cc3ccccc3CN2S(=O)(=O)c2ccc(F)cc2)CC1 (configuration not stated)	6	27	17	-25	5	0.6	0.3	13	25
O=C(CN1C(=O)c2cccc3cccc1c23)N1CCc2ccccc2C1	-4	8	-24	-16	13	-0.8	-0.6	23	-4
Cc1nn(-c2cccc(C(=O)O)c2)c(C)c1[N+](=O)[O-]	-1	-31	-9	12	2	0.9	0.7	2	12
COc1ccccc1N(CC(=O)N/N=C/c1ccc(C(=O)O)cc1)S(=O)(=O)c1ccc(C)cc1	nt	4	-2	-12	-3	0.5	1.1	8	18
C1CCc2c(nc3nnnn3c2NC2CCCC2)C1	-1	-23	-9	-4	0	0.7	-0.2	20	9
S=c1[nH]nc(-c2cccnc2)n1-c1ccc2c(c1)OCCO2	-3	-19	29	-20	-2	0.0	1.5	5	13
Cc1[nH]c2c(ccc3ccccc32)c1C1C(CCN)C1(C)C (configuration not stated)	-2	92*	-47	0	12	0.7	-1.4	1	5
O=C(Nc1ccccc1)c1c(F)cccc1F	2	0	-12	2	-3	0.6	-1.1	12	10
O=C(COC(=O)c1ccc[nH]c1=O)Nc1ccc2c(c1)OC(F)(F)O2	nt	-5	-3	-21	-1	0.6	0.8	4	8
CC(C)(C)NC(=O)c1cnn(-c2ccccc2)c1NC(=O)c1ccccc1	1	11	17	4	-6	0.3	-1.9	10	3
COCCCN1C(=O)C(O)=C(C(=O)c2ccco2)C1c1ccc(Br)cc1 (configuration not stated)	2	nt	nt	-8	nt	-0.3	-0.6	13	12
CCCCNS(=O)(=O)c1ccc(NC(=O)Cc2ccccc2[N+](=O)[O-])cc1	-3	20	-36	-8	1	0.8	0.3	9	16
Cc1cc(C)nc(-n2nc(C)cc2NC(=O)COC(=O)CCC(=O)c2cccs2)n1	5	11	10	-9	1[fluorescence artefact?]	-1.1	0.7	8	32
CCc1cccc(CC)c1NC(=O)c1ccccc1CCc1ccccc1	2	29	23	-48	13	0.4	-1.0	8	-7

Next part; the last four above are carried over.
SMILES	NPY Y1 blocker	CHOP inhibitor	EP2 modulator	NPY1 pot ag	14-3-3 Bad PPI	TRPML3 agonist	zfTRPN1 agonist	EP2 antag	PPC-1+TRAIL kill
COCCCN1C(=O)C(O)=C(C(=O)c2ccco2)C1c1ccc(Br)cc1 (configuration not stated)	2	nt	nt	-8	nt	-0.3	-0.6	13	12
CCCCNS(=O)(=O)c1ccc(NC(=O)Cc2ccccc2[N+](=O)[O-])cc1	-3	20	-36	-8	1	0.8	0.3	9	16
Cc1cc(C)nc(-n2nc(C)cc2NC(=O)COC(=O)CCC(=O)c2cccs2)n1	5	11	10	-9	1[fluorescence artefact?]	-1.1	0.7	8	32
CCc1cccc(CC)c1NC(=O)c1ccccc1CCc1ccccc1	2	29	23	-48	13	0.4	-1.0	8	-7
O=C(COC(=O)c1cccnc1Nc1ccccc1F)NCc1ccc2c(c1)OCO2	-4	19	1	0	-3	0.5	1.9	11	19
Cc1cccc(OCCOCCSc2ncccn2)c1	9	40	-1	-3	-4	0.3	-0.9	-1	10
N#CCCN1CCN(C(CNS(=O)(=O)c2ccc(Cl)cc2)c2ccccc2)CC1 (configuration not stated)	-4	7	3	15	3	0.6	0.5	1	-4
COc1ccc(CCNc2cc(C)nc3c(-c4ccc(Cl)cc4)c(C)nn23)cc1OC	-1	35	4	-24	-2[fluorescence artefact?]	0.0	1.4	2	1
COc1cc(-c2nc3ccccc3c(=O)n2N)cc(OC)c1OC	5	1	-1	5	-14[fluorescence artefact?]	1.1	0.6	3	16
CC(C)CCNc1nnnc2c1sc1nc(N3CCOCC3)c3c(c12)CC(C)(C)SC3	6	-6	3	3	-3	0.1	0.6	7	3
Cc1ccc(N2CC3=C(C2=O)C(c2ccccc2)NC(=O)N3C)cc1 (configuration not stated)	-4	10	14	-1	0	-0.2	0.1	5	16

Sorted by formula weight (smallest number first): part of the list above
SMILES	NPY Y1 blocker	CHOP inhibitor	EP2 modulator	NPY1 pot ag	14-3-3 Bad PPI	TRPML3 agonist	zfTRPN1 agonist	EP2 antag	PPC-1+TRAIL kill
Cc1cccc(OCCOCCSc2ncccn2)c1	9	40	-1	-3	-4	0.3	-0.9	-1	10
Cc1ccc(N2CC3=C(C2=O)C(c2ccccc2)NC(=O)N3C)cc1 (configuration not stated)	-4	10	14	-1	0	-0.2	0.1	5	16
O=C(COC(=O)c1cccnc1Nc1ccccc1F)NCc1ccc2c(c1)OCO2	-4	19	1	0	-3	0.5	1.9	11	19
COc1ccc(CCNc2cc(C)nc3c(-c4ccc(Cl)cc4)c(C)nn23)cc1OC	-1	35	4	-24	-2[fluorescence artefact?]	0.0	1.4	2	1
CC(C)CCNc1nnnc2c1sc1nc(N3CCOCC3)c3c(c12)CC(C)(C)SC3	6	-6	3	3	-3	0.1	0.6	7	3

This is a subset, so the mix of outcomes need not match the whole.
